mcGAS RapidFire – mouse cGAS inhibition by mass spec; Q8C6L5; recombinant mouse cGAS, cGAMP by RapidFire MS; inhibition, % at 12.5 µM; 0.18% of 130,000 active;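 active = inhibition of cGAS enzyme activity at or above 60%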;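 also: enzyme stimulated by 45 bp dsDNA with ATP and GTP substrates; cGAMP share of summed cGAMP plus half ATP and half GTP signals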
Target sequence (Q8C6L5 whole entry, looked up): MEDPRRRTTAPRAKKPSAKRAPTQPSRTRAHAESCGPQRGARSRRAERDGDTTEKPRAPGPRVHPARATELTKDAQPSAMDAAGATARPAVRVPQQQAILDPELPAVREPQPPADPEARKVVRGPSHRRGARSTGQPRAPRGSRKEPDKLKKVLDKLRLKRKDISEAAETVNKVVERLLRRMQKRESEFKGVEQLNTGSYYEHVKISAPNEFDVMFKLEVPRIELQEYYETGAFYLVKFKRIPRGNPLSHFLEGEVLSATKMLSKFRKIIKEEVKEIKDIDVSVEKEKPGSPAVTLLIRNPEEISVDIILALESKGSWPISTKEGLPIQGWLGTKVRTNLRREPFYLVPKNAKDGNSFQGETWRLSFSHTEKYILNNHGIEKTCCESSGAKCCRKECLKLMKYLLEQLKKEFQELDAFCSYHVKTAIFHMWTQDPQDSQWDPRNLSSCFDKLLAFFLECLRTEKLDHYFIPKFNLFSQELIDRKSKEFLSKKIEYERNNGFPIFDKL
* = called active by the depositor; & = joins results of further samples. Only part of the results is shown; rates above refer to the full screens.

smiles,mcGAS RapidFire
C=CCSc1nc2ccccc2[nH]1,1
O=C(Cc1cccs1)NCCN1C(=O)SC(=Cc2cccs2)C1=O,-6
Cc1ccc(-c2ccc(C(=O)NCCc3cnc[nH]3)cc2)o1,-48
O=c1ccc(S(=O)(=O)N2CCCC2)cn1Cc1csc(Nc2ccccc2)n1,5
COc1ccc(C2CN(Cc3ccc(F)c(F)c3)CC2CN(Cc2ccc(F)cc2)C(C)=O)cc1 (centres undefined),-9
CC(C)c1c(C(=O)N2CCN(C3CCOC3)CC2)cnn1-c1cccc(Cl)c1 (centres undefined),2
CC(CN1CC(C)OC(C)C1)CN1CC(C)OC(C)C1 (centres undefined),-11
COc1ccc(Oc2ccc(C(=O)N[C@H]3CCCC[C@@H]3O)cc2)cc1,-8
c1ccc(NC2CCCN(C3C4CC5CC(C4)CC3C5)C2)cc1 (centres undefined),-13&-2
CC1CCCCC12NN=C1SCC(=O)N1N2 (centres undefined),-4
COC(=O)c1nnn(-c2nonc2N)c1-c1cccs1,0
Cc1c[nH]c(=O)n1-c1cccc(NCc2cccc3c2N(C(=O)OC(C)(C)C)CC3)c1,-2
CCOC(=O)C1=C(C)NC2=C(C(=O)CCC2)C1c1ccc(SC)cc1 (centres undefined),-2
COc1ccc(NC(=O)CN2CCc3sccc3C2C)cc1OC (centres undefined),-11&-3
COc1cccc(CCNC(=O)Cn2cnc(C(C)C)cc2=O)c1,-8
O=C(NCc1ccc(N2CCCC2=O)cc1)c1cc(-c2ccc(Cl)cc2)on1,2
CN1[C@H]2CC[C@@H]1CN(C(=O)c1cccc(CC3CCNCC3)c1)CC2,9
COc1cc(NC(=O)Cn2nc(C(F)(F)F)cc2C)c(OC)cc1Cl,33
CC(C(=O)N(C)C)N(C#N)c1nc(Cl)nc(N(C)C)n1 (centres undefined),-15
CC(NC1CCCC1)c1ccco1 (centres undefined),-2
c1nc(NCCN2CCOCC2)c2nc3n(c2n1)CCCCC3,-7
CCCc1nc(C)c2c(=O)[nH]c(-c3cc(S(=O)(=O)N4CCN(CC)CC4)ccc3OCC)nn12,-1&1
O=C(Cc1ccccc1F)Nc1ccccc1Cl,-12
Cc1cc(NC(=O)C2(C)CCN2C(=O)Cc2ccc(C(C)(C)C)cc2)sn1 (centres undefined),0
CS(=O)(=O)NC(=O)c1ncoc1-c1ccccc1Cl,0
Cc1cc2oc(=O)cc(C)c2cc1NC(=O)COCC(F)(F)C(F)F,-11
CCN1CCN(c2ncnc3sc4c(c23)CCC(C)C4)CC1 (centres undefined),-4
CCc1ccc2nc(N3CCN(C(=O)C4CCCN4S(C)(=O)=O)CC3)sc2c1 (centres undefined),6
CC(C)c1nn(CC(N)=O)c(=O)c2c1cnn2-c1ccccc1,-1
CC(=O)c1c(C)nn(-c2ccc(C(=O)NCc3ccccc3)o2)c1C,-16

(more compounds)
smiles,mcGAS RapidFire
CCCCn1ncc2c1NC(=O)CC2c1cn[nH]c1C1CCCCC1 (centres undefined),-21
CC1(C(=O)NS(=O)(=O)c2ccc(F)cc2F)CCN1C(=O)c1cccc(F)c1 (centres undefined),-5
COc1ccccc1CCNC(=O)CC1C(=O)NCCN1CCCc1ccccc1 (centres undefined),4
N[C@@H]1CC[C@@H](NS(=O)(=O)N2CCOCC2)C1,-19
COC(=O)C1CC(=O)N(Cc2ccc(OC)cc2)C1 (centres undefined),-11
CO[C@H]1CN(C(=O)c2cc(C)nc3c(C)c(C)ccc23)CC[C@H]1N,-1
CCOC(=O)N1CCN(C2CCCN(C(=O)c3ccc(COC)o3)C2)CC1 (centres undefined),-11
COc1ccccc1Cn1c(C)c(C(=O)NC2CCCC2)sc1=O,-3
c1ccc2c(c1)CCCC2=NNc1nncc2ccccc12,-6
CCCc1cn(CC2CCN(C(=O)C3COc4ccccc4C3)CC2)nn1 (centres undefined),4
Cc1c(C(=O)N(Cc2ccncc2)C2CCN(C)CC2)[nH]c2ccc(F)cc12,-27
O=C(CCS(=O)(=O)Cc1ccccc1)n1nnc2ccccc21,-27
CCN(CC)S(=O)(=O)c1cc(NC(=O)c2ccc3c(c2)CCC(=O)N3)ccc1Cl,-3
CCOCc1ccc(C(=O)O)o1,0
C=CCN(C(=O)Nc1ccc2c(c1)nnn2C)c1ccccc1,4
Cn1cc(C#N)c(=O)n(Cc2cc(-c3ccc(Cl)cc3)no2)c1=O,0
O=C(Nc1cccc(-c2cc3ccccc3[nH]2)c1)C1CCN(C(=O)C2CCOCC2)CC1,-2
O=C(Nc1ccon1)c1csc2nc(-c3ccc(F)cc3)cn12,-2
N=C1/C(=C/c2ccc3c(c2)OCO3)C(=O)N=C2SC(c3cccs3)=NN12,5
CC(C)CCN1CCN(Cc2ccc3nsnc3c2)CC1CCO (centres undefined),-1
COC(=O)c1sc(-c2ccccc2Cl)cc1NC(=O)c1ccn(C)c(=O)c1,-5
CC(C)(C)c1nnnn1CCc1ccccc1Cl,-17
CN(Cc1ccccc1)C(=O)CCC1CCN(S(=O)(=O)N(C)C)CC1,6
CCc1ccc(N2CC(C)Cn3c2nc2c3c(=O)[nH]c(=O)n2C)cc1 (centres undefined),-6
CCCn1nccc1C(=O)N1CCC(O)(c2ccc3nc(C)ccc3c2)CC1,5
CC(=O)c1ccccc1C(=O)N(C)CCN1CCCC1,0
CCNC(=O)NC(=O)C(C)Sc1nc(C)nc2sc(C)c(C)c12 (centres undefined),2
CCOC(=O)C1(Cc2ccccc2F)CCCN(C(=O)c2coc3c2C(=O)CCC3)C1 (centres undefined),2
NCCc1cnn(Cc2ccccc2)c1,-7
Cc1cc(C(C)CO)cc(C(C)(C)C)c1O (centres undefined),1

The list goes on.
smiles,mcGAS RapidFire
Cc1oc(-c2cccc(Oc3ccccc3)c2)nc1CN1CCOC(CCN)C1 (centres undefined),-14
Cc1cccc(NC(=O)CC(=O)N(C)CCCN2CCCCCC2)c1C,-13
Cc1cc(SCc2nn(CN(C)C)c(=S)o2)nc(N2CCCC2)n1,-5
COc1cccc(-c2nc(C=Nc3cccc(Cl)c3)c(O)o2)c1,-7
C=C(C)CN1CCN(c2nc3c(c(=O)[nH]c(=O)n3C)n2Cc2ccc(C)cc2)CC1,-4
CCN(CC)CCCNC1=NCC(C)S1 (centres undefined),-8
CCNC(=O)[C@@H]1C[C@H](N)CN1S(=O)(=O)c1ccc(-c2ccno2)o1,-7
CC(=O)[C@@H]1[C@@H](c2cccc(I)c2)C(C#N)(C#N)[C@H]2C=Cc3ccccc3N12,4
CCCCC(=O)Nc1cc(-c2cn3cccnc3n2)ccc1C,5
COc1cccc(-c2[nH]cnc2-c2ccccc2)c1OC,-5
COc1ccccc1C(=O)Nc1ccc2c(c1)CN(C1Cc3ccccc3C1)CC2,2
CN1CCC(N(Cc2ccncc2)Cc2cncn2C)CC1,-22
NC(=O)c1nc(-c2ccco2)nc2c1[nH]c(=O)n2-c1ccc(Cl)cc1,3
Cc1cccc(-n2nnnc2SC2CCS(=O)(=O)CC2)c1,3
Cn1nc(CC(C)(C)C)cc1NC(=O)C1CCOCC1,1
Cc1cc(NC(=O)c2ccco2)sc1C(=O)N1CCOC(C)C1 (centres undefined),-17
c1csc(CNCC2CCCO2)c1 (centres undefined),0
Cc1ccc(NC(=O)N(CCN(C)C)Cc2ccc(Br)cc2)cc1F,-2
O=C(NCCCO)C1CCCCC1C(=O)N1CCc2c([nH]c3ccccc23)C1 (centres undefined),6
CCN(CCN1CCOCC1)C1CCCNC1 (centres undefined),-4
CCC1(O)CCN(C(=O)C(C)Oc2ccc(Cl)cc2Cl)CC1 (centres undefined),-9
COc1ccccc1N1CCN(c2ncccc2CNC(=O)C2CCNC2)CC1 (centres undefined),-7
C=CCn1c(C2CC(=O)N(CCc3ccccc3)C2)nc2ccccc21 (centres undefined),-4
CCOc1ccc(NC(=O)CSc2nc3[nH]ncc3c(=O)n2-c2ccccc2CC)cc1,2
CC(C)C(NC(=O)/C=C/c1cc(Br)ccc1F)c1nccn1C (centres undefined),3
COc1ccc(-c2ccc(=O)n(Cc3cc(C)ccc3C)n2)cc1OC,-7
N#C/C(=C\N1CCC(C(N)=O)CC1)S(=O)(=O)c1ccc(Cl)cc1,-7
COc1ccc(Nc2nc(N3CCCC3)nc3[nH]ncc23)cc1,-6
Cc1noc(-c2ccc(N3CCCC(CN4CCCC4=O)C3)nc2)n1 (centres undefined),-6
O=C(COc1ccc([N+](=O)[O-])cc1Br)N=Nc1c(O)[nH]c2ccc([N+](=O)[O-])cc12,4

More compounds follow.
smiles,mcGAS RapidFire
O=C(C1CCCN(S(=O)(=O)N2CCOCC2)C1)N1CCCCCC1 (centres undefined),-7
O=c1c2cnc3ncnn3c2ccn1CC1CCCO1 (centres undefined),6
CC(C)OP(=O)(OC(C)C)C(N)CC12CC3CC(CC(C3)C1)C2 (centres undefined),-2
CCCCNC(=O)CN1CCN(C(=O)CCc2c(C)noc2C)CC1,-16
CCCOC1OC(COC(C)=O)C(OC(C)=O)C(OC(C)=O)C1NC(C)=O (centres undefined),-6
CCOC(=O)c1ncn2c(=O)c3c(C(=O)OCC)ncn3c(=O)c12,-1
Cn1ccsc1=NC(=O)C1CC1c1ccc(F)cc1 (centres undefined),-3
CCCc1cc(=O)[nH]c(SCc2nc3ccccc3o2)n1,-5&-3
Cn1c(C(=O)NCC2CCCO2)cc2c(=O)n3ccccc3nc21 (centres undefined),-6
CC(=O)N(C)c1ccc(S(=O)(=O)N(C)c2ccc(CF)cc2)cc1,-7
COC(=O)N1CCc2c(sc(NC(=O)c3nc4ccccc4s3)c2C(N)=O)C1,-9
O=C(c1cccc2ccccc12)c1nc2c(n1O)CCCC2,-5
COc1ccccc1-c1ccc2c(c1)COCC(=O)N2CC1CC1,-15
CC(=O)C1=C(c2ccc(F)cc2)N(C(C)=O)n2c(nnc2C2CCCCC2)S1,-7
CC(C)c1nnc(SCc2ccc(CSc3nnc(C(C)C)n3N)cc2)n1N,-1
NC(=O)OCC(COC(N)=O)c1ccccc1,-5
CCOc1cc(/C=c2\sc3nc4cc(Br)cnc4n3c2=O)ccc1O,-21
C[C@]12CCC3c4ccc(O)cc4CCC3C1CCC2=O (some centres undefined),-1
CC(=O)Oc1c(-c2ccc(N)cc2)c(C2CC2)nn1-c1ccc(C)cc1,-2
CCc1cc(C(=O)Nc2cccc(C(N)=O)c2)sc1C,-7
Cc1ccc(S(=O)(=O)N2CCN(C(C)C(=O)NC(C)C3CC4CCC3C4)CC2)s1 (centres undefined),-3
Cn1ccnc1CN1CCC(c2ccnc(-c3csc4ccccc34)c2)C1 (centres undefined),3
O=C(Nc1ccccc1)c1cc2n(n1)CCN(C(=O)c1cn[nH]c1C1CC1)C2,-5
COc1cccc(CN(C)Cc2ncc(Cl)n2C)c1OC,0
C=c1ccc2cc(=C3N=C(C4CCCO4)ON3)c(=O)[nH]c2c1 (centres undefined),2
Cc1nn(C)c(C)c1CCC(=O)N1CCN(S(=O)(=O)c2ccccc2F)CC1,4
Cn1c(-c2ccccc2)csc1=N,5
CN1[C@@H](c2ccccc2)[C@@H](C(=O)NCCc2cccnc2)C[C@@]1(C)C(=O)O,-10
O=c1oc2cc(O)ccc2cc1-c1nc2ccccc2o1,2
COCCn1c(C)cc(O)c(C(c2ccncc2)N2CCC(Cc3ccccc3)CC2)c1=O (centres undefined),-9

(list continues)
smiles,mcGAS RapidFire
CN(CC1CCCN(CCc2cccc(C(F)(F)F)c2)C1)C(=O)Cc1cccnc1 (centres undefined),-7
CC1CC(C)n2nccc2N1C(=O)CCc1ccccc1Cl (centres undefined),2
O=S(=O)(c1ccc(-c2cnco2)cc1)N1CCCC1c1ccccn1 (centres undefined),-15
O=C1S/C(=C/c2ccc(F)cc2)C(=O)N1CCn1cnnn1,-9
CCCN1CCCCC1C(=O)Nc1ccc2c(c1)OC1(CCCC1)O2 (centres undefined),-6
CCN(CCC#N)S(=O)(=O)c1ccc(OC)c(C)c1,-3
COC(=O)c1ncn(CN2CCC(C(=O)NC(C)C(C)C)CC2)n1 (centres undefined),-4
Cc1nn(C(C)C)c(C)c1CN(C)C(=O)CC1C(=O)NCCN1CC(C)C (centres undefined),-17
O=C(CCc1cccnc1)N1C[C@H](O)[C@@H](N2CCOCC2)C1,-4
CCn1cc(S(=O)(=O)Nc2ccc(I)cc2C)cc1C(=O)O,2
O=C(/C=C/c1cccc(F)c1)N1CCCC1CN1CCOCC1 (centres undefined),-3
CC1CCCC(C)N1C(=O)CN1CCNC(=O)CC1c1ccccc1 (centres undefined),-16
CC(C)(CC(=O)NNC(=S)NC1CCCCC1)n1ccnc1,-3

Source: PubChem
